Assay outcomes (PubChem BioAssay)
Pf gamet viab = late stage P. falciparum gametocyte viability inhibitors, primary screen, ATP luminescence, HTS. P. falciparum stage V gametocytes, 24 h. inhibition, % at 10.9 µM. actives 0.065% (n = 150,000). AID 743093, 2013;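 active = inhibition above the mean plus 3 SD of compounds within the control limits, set per campaign, cut at about 38% in these data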;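 note: 0% = DMSO wells and 100% = medium only without gametocytes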
Starred values were filed as active, the others as inactive.

SMILES	Pf gamet viab
CCOC(=O)[C@H]1[C@H]2COc3ccc(C)cc3[C@@H]2N2C(=O)c3cc(OC)c(OC)cc3NC(=O)[C@@]12C	17.2
Cc1ccc(-c2csc(N(CCO)CCCn3c(C(F)(F)F)nc4cc(C(F)(F)F)ccc43)n2)cc1	-13.3
Cc1c(Cl)cccc1NC(=O)CNC(=O)c1ccco1	0.4
Cc1cccc(N2C(=O)N3[C@H](c4ccc(F)cc4)[C@@H]4C(=O)N(C5CCCCC5)C(=O)[C@@H]4[C@]3(Cc3ccc(Cl)cc3)C2=O)c1	10.6
Cc1ccc(CNC(=O)c2ccc(N3CCC4(CC3)CC(c3cccc(Br)c3)=NO4)c(N)c2)cc1	7.3
CC(=O)Nc1ccc(C(=O)NNC(=O)c2ccc(Cl)cc2)cc1	-29.1
CNC(=O)c1ccc(NC(=O)Nc2ccccc2)cc1	5.0
Cc1ccc(CN2CC(=O)N3[C@H]4c5ccccc5OC[C@@H]4[C@H](c4ccccc4)[C@]3(C)C2=O)cc1	-21.0
CS(=O)(=O)N1CCN(C(=O)c2ccc3c(c2)OCCO3)CC1	1.9
Cc1ccc(NC(=O)C2COc3ccccc3O2)cc1 (stereo unspecified)	-14.5
CCCCn1c(-c2ccc(C(C)(C)C)cc2)nc2cc3[nH]c(=O)c(C(C)C)nc3cc21	20.1
COc1ccc(/C=C/c2c(-c3ccc(OC)cc3)oc3cccnc23)cc1	34.6
CCSc1nc(-c2ccccc2)cc(=O)[nH]1	-37.6
O=C1N[C@@H](c2ccccc2)COC(=O)[C@@H](Cc2ccc(F)cc2)C/C=C\C[C@H]1CC(=O)N(CCO)Cc1ccccc1	36.6
COc1ccc(-n2c(O)c(/C=C3\C=Nc4ccccc43)c(=O)[nH]c2=O)cc1	-8.6
CCOc1ccc(N=NC2C(=O)N(C(N)=S)N=C2C)cc1 (stereo unspecified)	-2.0
CC(C)(C)OC(=O)N1CCC(NC(=O)c2nc[nH]c2C(=O)NCc2ccccc2)CC1	7.6
O=C(O)c1ccc(CN(c2ccccc2)S(=O)(=O)c2ccccc2)cc1	-9.6
CCOC(=O)[C@H]1[C@H]2COc3ccc(Cl)cc3[C@@H]2N2C(=O)CN(Cc3ccc(Cl)cc3)C(=O)[C@@]12C	0.0
CC(C)(C)OC(=O)C[C@@H]1C/C=C\C[C@H](CC(=O)N[C@@H](CO)Cc2ccccc2)C(=O)N[C@H](C(C)(C)C)COC1=O	-4.1
CC(C)c1ccc(N2C(=O)CC(Sc3ncccn3)C2=O)cc1 (stereo unspecified)	4.1
O=C(Nc1ccccc1)C1=C[C@@H](c2ccc3c(c2)OCO3)C[C@@H](OCCCCO)O1	10.7
Cc1ccc(C(=O)/C=C/c2ccc3ncccc3c2)cc1	-19.3
COC(=O)[C@@H]1CCCN1C(=O)[C@@H](NC(=O)OC(C)(C)C)C(C)C	-16.8
COc1ccc(CN2CCCC(N3CCN(c4cccc(Cl)c4)CC3)C2)cc1OC (stereo unspecified)	-19.8
CN(C)c1ccc(C(=O)Nc2ccc(S(=O)(=O)NC3=NCCCCC3)cc2)cc1	-11.2
CN(C)CCCNC(=S)N1CCC(c2nc3ccccc3[nH]2)CC1	-17.4
O=C(O)c1ccccc1-c1ccccc1C(=O)NCc1ccccc1Cl	7.2
COc1cc(OC)c(C(=O)Nc2ccncc2)cc1OC	-23.2
CC1CN(C(=S)Nc2cccc(Cl)c2)CC(C)O1 (stereo unspecified)	-11.5
C[C@@H]1[C@@H](Sc2ccccc2)CC(=O)O[C@@H]1c1ccc(-c2ccccc2)cc1	13.8
COc1ccc(-c2noc3c2-c2nc(-c4c(F)cccc4F)sc2CC3)cc1	-8.0
Cc1nc(SCc2ccc(Cl)c(Cl)c2)n[nH]1	11.4
CC(=O)Nc1ccc(SCCN2CC[C@@H](C(C)(C)C)CCC2=O)cc1	8.3
COC(=O)[C@@]12CCCN1[C@H](c1ccc(-c3ccc4c(c3)OCO4)c(OC)c1)[C@H]1C(=O)N(C)C(=O)[C@H]12	4.7
O=C(O)CC(Cc1ccc(Br)cc1)C(=O)Nc1ccccc1 (stereo unspecified)	0.7
COc1ccc(-c2cccc3c2NC(=O)C3=O)cc1OC	6.7
COc1ccc(-c2oc3ccc(-c4cc(OC)c(OC)c(OC)c4)cc3c2C#Cc2ccsc2)cc1	-38.5
O=S1(=O)CCOC[C@H](CC2CCCCC2)N1Cc1ccccc1	-23.4
COc1ccc(NC(=O)Nc2cccc3c2O[C@H](CN(C)S(=O)(=O)c2cccs2)[C@@H](C)CN([C@H](C)CO)C3=O)cc1	20.2
Cc1cn([C@H](C(=O)NCCCCCCCCCCC(=O)N2CCN(C(=O)OC(C)(C)C)CC2)[C@@H](C)O)nn1	-14.2
Cc1nc(Nc2cc(F)ccc2C)c2nnn(Cc3ccccc3)c2n1	26.7
C=CCC1NS(=O)(=O)OCC1C(C)C (stereo unspecified)	-8.4
CC1=NNC(=O)C1Cc1ccccc1 (stereo unspecified)	-36.4
O=C(Nc1cccc(NC(=O)c2ccccc2[N+](=O)[O-])c1)c1ccccc1Cl	-9.0
CC(C)CC(=O)N1CCN(Cc2ccc3ccccc3c2)CC1	16.6
Cc1nn(C(=O)N(C)C)c(C)c1CN1C(=O)c2ccccc2C1=O	-1.0
COc1ccc(C(=O)CC2(C(=O)O)CCCCC2)cc1	5.5
CCOC(=O)C1CCN(C(=O)CCc2ccc(S(=O)(=O)NCC(C)C)cc2)CC1	19.4
COc1ccc(CCNC(=O)C2CCN(C(=O)c3ccc(F)cc3)CC2)cc1	23.2

Additional compounds
SMILES	Pf gamet viab
COc1ccc([C@H]2CC(=O)C=C(c3ccc(F)cc3OCc3ccccc3)C2)cc1OC	13.2
CSc1nsc(NC(=O)OCc2ccc(Cl)cc2)n1	-6.5
COc1ccc(NC(=O)c2cccc3ccccc23)cc1	-2.7
CCCC[C@@H](CNC)NC[C@H](Cc1ccc(O)cc1)NCCc1ccc(OCC)cc1	4.1
Clc1ccc(-c2cn3ccccc3n2)cc1	-41.1
COC(=O)CN1C(=O)[C@H]2[C@@H](/C=C/c3ccccc3)N3C(=O)CN(Cc4ccccc4)C(=O)[C@@]3(C)[C@H]2C1=O	-1.8
CN(C(=O)/C=C/c1ccc(F)cc1)C1CCCCC1	9.5
Cc1c(O)nc(SC2CC(=O)N(c3cc(Cl)cc(Cl)c3)C2=O)[nH]c1=O (stereo unspecified)	-6.5
C[C@]12C(=O)N(c3ccccc3)C(=O)N1[C@@H]1c3ccccc3OC[C@@H]1[C@H]2c1ccccc1	-9.2
C/C=C1\COC(C(=O)NCCN2CCCC2)(C(F)(F)F)C=C1C=C1CCCCC1 (stereo unspecified)	20.6

Looked up one by one from the list above, 5 records:
SMILES	Pf gamet viab
Cc1ccc(-c2csc(N(CCO)CCCn3c(C(F)(F)F)nc4cc(C(F)(F)F)ccc43)n2)cc1	-13.3
CC(C)(C)OC(=O)C[C@@H]1C/C=C\C[C@H](CC(=O)N[C@@H](CO)Cc2ccccc2)C(=O)N[C@H](C(C)(C)C)COC1=O	-4.1
Cc1nc(SCc2ccc(Cl)c(Cl)c2)n[nH]1	11.4
CC(=O)Nc1ccc(SCCN2CC[C@@H](C(C)(C)C)CCC2=O)cc1	8.3
Cc1ccc(C(=O)/C=C/c2ccc3ncccc3c2)cc1	-19.3

(continued)
SMILES	Pf gamet viab
COc1ccccc1N1CCN(/N=C/c2ccc([N+](=O)[O-])cc2)CC1	-7.9
COc1ccc(C#Cc2c(-c3ccsc3)oc3ccc(N4CCOCC4)cc23)cc1	8.6
Cc1cc(C)c(O)c(NC(=S)NC(=O)Cc2ccccc2)c1	-2.3
C[C@@]12C(=O)Nc3cc(Cl)ccc3C(=O)N1[C@H]1c3cc(Cl)ccc3OC[C@@H]1[C@@H]2c1ccccc1	-19.1
CN(C)C1=NCCN1CC1CCCC1	2.6
Cc1ccc(/C(O)=C2/C(=O)C(=O)N(CCCn3ccnc3)C2c2cccnc2)cc1 (stereo unspecified)	14.6
COc1ccc(NC(=O)Nc2ccc3c(c2)C(=O)N([C@H](C)CO)C[C@H](C)[C@@H](CN(C)C(=O)Nc2ccc4c(c2)OCO4)O3)cc1	20.1
CC(=O)c1ccc(NC(=S)NC(=O)/C=C/c2ccco2)cc1	-4.0
O=C(O)C(Cc1ccc(F)cc1)c1ccccc1 (stereo unspecified)	-3.8
O=C(Nc1nccs1)c1nc[nH]c1C(=O)N1CCc2ccccc2C1	-8.1
CC(C)C(=O)NC(c1ccc(Cl)cc1Cl)c1ccc2cccnc2c1O (stereo unspecified)	-38.6
CCC(C)n1c(NC(=O)c2ccccc2)c(C#N)c2nc3ccccc3nc21 (stereo unspecified)	21.0
CC(C)(C)OC(=O)N1CCC(Cc2cc(-c3cccnc3)no2)(C(=O)O)CC1	-9.2
CC(=O)c1cccc(CN2CCC(CO)(CCOc3ccccc3)CC2)c1	-13.2
CCOc1ccccc1NC(=O)c1ccccc1-c1ccccc1	0.3
COc1ccc(CNc2ccncc2)c(OC)c1OC	-4.6
COc1ccc2[nH]c(C)c(CN3CCCCC3)c(=O)c2c1	8.8
COCCN(C(=O)c1snc(C(N)=O)c1N)C(C(=O)NC1CCCCC1)c1ccc(N(C)C)cc1 (stereo unspecified)	16.0
COc1cccc2c1SCc1ccccc1C2CC(N)=O (stereo unspecified)	5.0
c1nc(NCc2ccc3c(c2)OCO3)c2cc(-c3ccc4c(c3)OCCO4)ccc2n1	-9.2
CN(C)CCC#CC1(O)c2ccccc2-c2ccccc21	10.5
O=C(NCc1ccc(OC(F)(F)F)cc1)C1CC2Cn3c(nc4ccccc43)C2N1Cc1ccccc1 (stereo unspecified)	9.7
COc1cc2oc3cc(C#Cc4ccc(N)cc4)ccc3c(=O)c2cc1OC	-2.9
Cn1c(=O)c2c(nc3n2CC(O)CN3c2ccc(O)cc2)n(C)c1=O (stereo unspecified)	3.8
NC1(C#Cc2ccc3c(=O)c4ccccc4sc3c2)CCCCC1	-10.7
CC(=O)N1CCN(c2ccc(NC(=O)c3ccc(Cl)c(Cl)c3)cc2)CC1	9.9
CNC(C)C#Cc1ccc2oc3cccc(OC)c3c(=O)c2c1 (stereo unspecified)	12.4
CCN(CC)CCCN(CC(=O)N(C)Cc1ccccc1)C(=O)c1ccc([N+](=O)[O-])cc1	-23.8
CCOc1cccc(/C=N/NC(=O)c2cccnc2)c1O	-26.2
COc1cc(Oc2ccccc2)nc(N)n1	-6.6
Cc1ccc(N2CCN(C(=O)c3cccs3)CC2)cc1C	-29.5
O=C1N=C(N2CCCCC2)S/C1=C\c1ccccc1F	3.5
CC(C)(C)OC(=O)NCc1ccc(CNC(=O)c2ncn(Cc3ccccc3)c2C(=O)NCc2ccc(CNC(=O)OC(C)(C)C)cc2)cc1	-24.4
O=C1CCN(Cc2ccc(Br)cc2)CCN1CCO	4.6
Cc1cc(C)nc(OC(C(=O)O)C(OCc2ccccc2)(c2ccccc2)c2ccccc2)n1 (stereo unspecified)	-0.8
CC(C)C[C@@H](CSc1ccccc1)N1CCN(CC(C)C)CCC1=O	-11.7
CCC(=O)c1ccc(OCC(O)CN2CCN(S(=O)(=O)c3ccc(NC(C)=O)cc3)CC2)cc1 (stereo unspecified)	1.8
O=CN1Cc2ccccc2-c2ccccc2C1	-8.9
Cc1ccc(S(=O)(=O)N2[C@@H](c3ccc(F)cc3)C(C(=O)O)=CC[C@H]2c2cccc(C)c2)cc1	6.9
COc1ccccc1NC(=O)c1cc(N)cc(C(=O)Nc2ccccc2OC)c1	-15.6
COc1ccc(S(=O)(=O)N2CCN(C)CC2)cc1C(=O)Nc1ccccc1	-23.5
Cc1nc2nc(-c3cccs3)[nH]c2cc1Br	14.4
COc1ccc(OC)c(CNc2ccc3c(c2)CCC3)c1	-12.3
COc1ccc(SC[C@H](Cc2ccccc2)N2CC[C@@H](C)CCC2=O)cc1	1.6
C=C(C)CNC(=O)C1CCC(=O)N(CCCc2ccccc2)C1 (stereo unspecified)	-7.6
COc1cccc(-c2ccnc3[nH]n(-c4ccccc4)c(=O)c23)c1	10.8
COc1ccc(OC)c(/C=N\Nc2nccs2)c1	8.2
CCc1ccc(OC(=O)CN2C(=O)c3ccccc3C2=O)cc1	5.3
O=S(=O)(Nc1ccncc1)c1cc(Cl)c(Cl)cc1Cl	-19.0
COc1ccc(S(=O)(=O)N(C)CC(=O)N2CCCC2)cc1OC	2.0

(list continues)
SMILES	Pf gamet viab
CCOC(=O)CCCC(=O)Nc1ncnc2c1C(c1ccccc1)c1c(ccc3ccccc13)O2 (stereo unspecified)	7.3
CC(=O)N(c1nnc(-c2cccc(C)c2)s1)C1CCCC1	-1.3
Cc1ccc(C)c(NC(=O)CCN2CCCCC2)c1	23.6
COC(=O)c1ccc(C2=NOC(C)(c3nnc(Cc4ccccc4)o3)C2)cc1 (stereo unspecified)	-3.6
Cc1ccc(OCC(=O)Nc2ccccc2C(N)=O)cc1	-46.3
COCCNC(=O)c1cccc(OC2CCN(Cc3ccc(F)cc3OC)CC2)c1	28.8
OC(CN1CCN(Cc2ccccc2)CC1)c1ccc(Br)cc1 (stereo unspecified)	21.4
Cc1ccc(N/C=C/C(=O)c2ccccc2)cc1Br	1.3
COC(=O)C[C@H]1c2cc(C(F)(F)F)ccc2S(=O)(=O)N1C(C)(C)C	-15.1
Cc1cc(C)cc(NC(=O)CSCc2nc3c(nnn3Cc3ccc(F)cc3)c(=O)[nH]2)c1	4.7

As a short view, part of the list above:
SMILES	Pf gamet viab
CCOC(=O)CCCC(=O)Nc1ncnc2c1C(c1ccccc1)c1c(ccc3ccccc13)O2 (stereo unspecified)	7.3
CC(=O)N(c1nnc(-c2cccc(C)c2)s1)C1CCCC1	-1.3
Cc1ccc(C)c(NC(=O)CCN2CCCCC2)c1	23.6
COC(=O)c1ccc(C2=NOC(C)(c3nnc(Cc4ccccc4)o3)C2)cc1 (stereo unspecified)	-3.6
Cc1ccc(OCC(=O)Nc2ccccc2C(N)=O)cc1	-46.3
COCCNC(=O)c1cccc(OC2CCN(Cc3ccc(F)cc3OC)CC2)c1	28.8
OC(CN1CCN(Cc2ccccc2)CC1)c1ccc(Br)cc1 (stereo unspecified)	21.4

(further entries)
SMILES	Pf gamet viab
CN1C(c2ccccc2)=NO[C@]1(C)c1ccccc1	-8.0
CCCCCCCNC(=O)C1(CC2CC(c3cccc(Br)c3)=NO2)CCNCC1 (stereo unspecified)	-22.6
c1ccc2cc(CCO[C@H]3CCCCO3)ncc2c1	-0.4
COc1ccc(NC(=O)C2C3C=CC(O3)C2C(=O)O)cc1 (stereo unspecified)	6.8

This is a subset; the hit share may differ from the screen's.
